Source: PubChem BioAssay
PPARg SRC-2 ag = promotes SRC-2 coactivator recruitment by human PPARgamma; P37231; hit rate 0.34% among 200,000; activation, % at 8 µM; PPARgamma LBD-SRC-2 recruitment, biochemical; in the data active = activation above about 22%;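 also: 0% = vehicle and 100% = reference agonist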
PPARg SRC1 recr = agonists of human PPARgamma SRC-1 coactivator recruitment; hit rate 0.41% among 200,000; activation, % at 8 µM; PPARgamma-SRC-1 coactivator recruitment biochemical assay; AID 631; P37231; in the data active = activation above about 19%;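 also: 0% = DMSO and 100% = reference agonist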
Diaphorase inh = diaphorase inhibition or chemical oxidation counter-screen | diaphorase resazurin-to-resorufin fluorescence, NADH, 16 min; bacterial (C. kluyveri) enzyme, not human | inhibition, % at 20 µM | hit rate 0.69% among 190,000;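 active = primary screen inhibition at 20 µM above a set limit, cut at about 50% in these data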;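 also: plate controls were DMSO with full reaction for no effect and wells lacking NADH for full effect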
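Test system: Clostridium kluyveri diaphorase enzyme / Quantity: diaphorase at 0.14 U/mL in enzyme working solution / Incubation: 16-min room-temperature incubation before reading / Benchmarks: NADH-free wells as positive control, DMSO-only neutral wells / Signal: resorufin fluorescence 544/590 nm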
ROMK mod = modulates human ROMK potassium channel activity; Tet-inducible ROMK, thallium flux fluorescence; actives lie on both sides; AID 1918; hit rate 2% among 130,000; B-score at 10 µM; P48048;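 active = signal ratio slope over the read window, or its plate-corrected B-score, at least 3 SD from the plate mean, either direction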;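 also: B-score of the F/F0 ratio slope over 7 to 12 s after thallium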
PMI act satM6P = activators of human phosphomannose isomerase at near-saturating mannose 6-phosphate. P34949. coupled PMI enzyme assay, resazurin fluorescence, 20 min; hits give high values; 1 = untreated enzyme, 0 = substrate-free blank. activation factor at 20 µM. hit rate 0.34% among 190,000. AID 1216;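 active = activation factor of 2 or more at 20 µM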
Target sequence (P34949 whole entry, looked up): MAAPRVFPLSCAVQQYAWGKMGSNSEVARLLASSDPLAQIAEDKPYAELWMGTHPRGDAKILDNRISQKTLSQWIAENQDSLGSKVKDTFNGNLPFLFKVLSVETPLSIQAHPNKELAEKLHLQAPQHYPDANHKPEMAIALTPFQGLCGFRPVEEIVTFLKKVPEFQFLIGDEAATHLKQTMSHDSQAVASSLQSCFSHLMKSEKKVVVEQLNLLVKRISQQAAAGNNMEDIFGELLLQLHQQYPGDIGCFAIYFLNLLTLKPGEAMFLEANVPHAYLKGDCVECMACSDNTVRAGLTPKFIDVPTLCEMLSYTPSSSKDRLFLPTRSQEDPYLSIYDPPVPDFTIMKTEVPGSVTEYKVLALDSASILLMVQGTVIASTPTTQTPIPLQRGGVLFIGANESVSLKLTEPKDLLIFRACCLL
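Material: human phosphomannose isomerase with PGI, G6PDH, diaphorase coupling enzymes; amount: PMI at 15 ng/mL final; also added: Mannose-6-phosphate 1.0 mM (near-saturating) plus 0.22 mM NADP+; incubation: enzyme reaction with compound 20 min at room temperature; signal: resorufin fluorescence (Ex 544/Em 590 nm) from resazurin via diaphorase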
S1P3 antag = S1P3 (human) receptor antagonism. CHO S1P3 NFAT-BLA reporter, FRET fluorescence, antagonist mode. hit rate 0.27% among 170,000. Q99500. inhibition, % at 4.98 µM;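 active = inhibition above the plate cutoff, the mean inhibition of test wells on that plate plus 3 SD, cut at about 28% in these data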;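 also: cells challenged with S1P at its EC80 of 0.8 µM; blue over green emission ratio from cleaved BLA substrate after 4 h stimulation; 0% = S1P-stimulated wells and 100% = unstimulated DMSO-only wells; some compounds past the cut are filed as inactive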
Target sequence (Q99500 whole entry, looked up): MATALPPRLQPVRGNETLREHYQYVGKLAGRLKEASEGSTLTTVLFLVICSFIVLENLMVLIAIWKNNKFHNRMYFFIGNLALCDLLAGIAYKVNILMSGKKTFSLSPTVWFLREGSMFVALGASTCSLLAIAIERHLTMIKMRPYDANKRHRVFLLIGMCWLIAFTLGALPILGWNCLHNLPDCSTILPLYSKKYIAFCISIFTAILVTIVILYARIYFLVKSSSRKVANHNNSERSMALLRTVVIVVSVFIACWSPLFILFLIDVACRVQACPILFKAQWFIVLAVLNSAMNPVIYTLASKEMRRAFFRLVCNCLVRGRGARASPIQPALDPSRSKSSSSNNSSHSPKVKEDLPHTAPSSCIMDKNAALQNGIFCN
Diaphorase act = diaphorase activation or chemical reduction counter-screen; Diaphorase/resazurin coupled assay, resorufin fluorescence, 16 min; hits give high values; 1 = vehicle wells, 0 = NADH-free wells; activation factor at 20 µM; hit rate 0.005% among 190,000;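 active = diaphorase activity raised at least twofold by the compound at 20 µM; inactive = activation factor below 2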
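Measured by – red resorufin fluorescence at 544/590 nm excitation/emission · Test system – Clostridium kluyveri diaphorase, purified enzyme · Incubation – reaction time 16 min, room temperature · Buffer or medium – 50 mM HEPES pH 7.4 with 4.542 mM MgCl2, 0.005% Tween 20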
G6PDH counter = L. mesenteroides G6PDH inhibition counter-screen. Purified L. mesenteroides G6PDH, diaphorase/resazurin coupled fluorescence, 45 min. inhibition, % at 5 µM. hit rate 0.12% among 200,000. AID 1020; in the data active = inhibition above about 50%
PMI activator = activators of human phosphomannose isomerase; activation factor at 20 µM; purified human PMI, coupled resazurin fluorescence, 20 min; hits give high values; 1 = vehicle control, 0 substrate-free wells; hit rate 0.005% among 190,000;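 active = activation factor of 2 or more at 20 µM, relative to plate controls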
SRC2 TRFRET art = TR-FRET artefact, counter-screen to PPARgamma/SRC-2 agonist assay | hits give high values | TR-FRET ratio at 8 µM | hit rate 0.4% among 200,000; in the data active = TR-FRET ratio above about 2000; also: inactives centre near 1500
PPARg SRC-3 ag = PPARgamma-driven SRC-3 recruitment agonism; hit rate 0.26% among 200,000; AID 731; biochemical PPARgamma/SRC-3 coactivator recruitment assay; activation, % at 8 µM; in the data active = activation above about 23%;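 also: 0% = DMSO and 100% = reference agonist; some compounds past the cut are filed as inactive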
Active calls of the source: *; · = not tested or not shown.

SMILES	PPARg SRC-2 ag	PPARg SRC1 recr	Diaphorase inh	ROMK mod	PMI act satM6P	S1P3 antag	Diaphorase act	G6PDH counter	PMI activator	SRC2 TRFRET art	PPARg SRC-3 ag
Cc1ccccc1NC(=S)NC(NC(=O)c1ccco1)C(Cl)(Cl)Cl (stereo not given)	-3.4	7.2	-4.4	0.116	1	-8.3	1	18.5	0.9	1620	-1.9
O=C(Nc1cc([N+](=O)[O-])ccc1F)c1cccs1	-7.0	-7.2	5.6	-0.0156	1.1	-8.7	0.9	1.6	1	1593	-1.6
CC(C)CN(C(=O)CN1CCN(S(=O)(=O)c2ccc3ccccc3c2)CC1)c1c(N)n(CC(C)C)c(=O)[nH]c1=O	-9.4	-8.7	14.7	0.13	0.9	-6.1	0.9	7.7	1	1491	-3.4
COc1ccc(NC(=O)C(c2ccc(OC)cc2)N(Cc2ccco2)C(=O)CC2NC(=O)NC2=O)cc1 (stereo not given)	-3.7	10.9	16.0	-0.333	1.1	-15.9	0.8	6.3	1.1	1396	3.9
COc1ccc(-n2c(O)c(C=Nc3ccccc3)c3ccccc3c2=O)cc1	2.3	0.8	-6.6	-0.397	1.1	-4.4	1.1	5.9	1.2	1565	-0.9
COc1ccc(Cl)cc1N(C)C(=O)CCc1nc(-c2ccc(C)cc2)no1	1.0	2.6	25.6	·	0.8	11.7	0.7	14.0	1	1497	1.0
CCSc1nnc(NC(=O)CSc2nnc(Cc3cccn3C)n2-c2ccc(F)cc2)s1	2.6	-4.7	16.5	·	1	-13.7	0.8	-5.8	0.9	1510	-5.8
COc1cc(Nc2cc(C)nc3ncnn23)cc(OC)c1	4.0	9.6	2.8	·	1	-7.2	1	-9.1	0.9	1590	1.8
CCCCCCCOC(=O)c1nc(Cl)c(Cl)c(N)c1Cl	6.4	-1.0	29.7	·	0.8	5.1	0.7	5.3	0.8	1702	-1.8
Cc1ccc(NC(=O)c2cc(N3C(=O)CCC3=O)ccc2N2CCCCC2)cc1	-2.4	-2.8	·	-0.0591	·	-22.5	·	14.0	·	1454	-1.9
Cn1c(=O)c2c(nc(SCC(=O)N(C3CCCCC3)C3CCCCC3)n2C)n(C)c1=O	3.3	-0.3	·	0.473	·	·	·	·	·	1716	8.0
Cc1cc(C)n(-c2ccc(Cl)c(C(=O)O)c2)n1	1.2	0.6	·	1.43	·	-5.6	·	12.0	·	1749	-1.3
O=C(O)c1cc(-c2ccc(O)cc2)on1	11.2	6.5	74.9*	-0.17	0.9	-0.9	0.3	15.0	0.9	1775	6.7
CCOc1ccc(C(=O)Nc2ccc(N3CCN(C)CC3)cc2)cc1[N+](=O)[O-]	4.4	1.8	5.9	0.525	1	-8.9	0.9	7.2	1	1594	3.0
COc1cccc(OC)c1C(=O)N1CCOCC1	-4.8	11.3	21.1	·	0.9	14.8	0.8	-0.9	1	1474	-10.7
O/N=C/c1nc2cc(Cl)ccc2o1	4.9	-6.3	1.7	-0.617	0.9	-7.5	1	2.8	1	1447	-3.8
CC(C)C(=O)NC(=S)/C=C1/N(C)c2ccccc2C1(C)C	6.8	0.4	-2.6	-0.0789	1	4.6	1	6.0	0.5	1736	2.5
COc1ccc(N2CCN(c3ncnc4c3nnn4Cc3ccccc3Cl)CC2)cc1	-5.0	0.5	0.3	·	0.9	·	1	7.5	1	1505	-4.8
CC1(C(=O)O)C=CC2(CCCCC2)N1C(=O)c1ccccc1 (stereo not given)	5.2	10.7	9.3	0.62	1.1	-7.7	0.9	10.0	1.1	1496	-0.8
COc1cccc(-c2nnc(SCC(=O)N3CCOCC3)o2)c1	5.9	9.4	-0.6	·	1	-32.4	1	8.6	1.1	1361	12.3
C=CCNC(=O)C1CC(=O)N(c2ccc(OCC(=O)NCc3ccccc3)cc2)C1 (stereo not given)	13.6	8.2	10.6	·	0.9	0.4	0.9	6.3	0.9	1642	2.7
CN(N)C(=S)Nc1ccc(F)cc1	4.9	-6.6	2.5	·	1.1	-18.6	1	-2.4	1.1	1674	-0.5
Cc1cccnc1NC1CCCCC1	12.1	3.2	0.9	0.726	1	-6.1	1	-0.6	1	1553	1.2
Cn1c(=O)n(C)c2cc(S(=O)(=O)N3CCOCC3)ccc21	6.0	-1.3	7.4	·	1	-5.9	0.9	-7.4	0.9	1678	-8.1
CCOC(=O)c1c(C)c2c(n1C)CCC/C2=N\O	2.4	5.9	6.0	0.394	1	6.4	0.9	10.1	1	1536	-0.8
The list goes on:
SMILES	PPARg SRC-2 ag	PPARg SRC1 recr	Diaphorase inh	ROMK mod	PMI act satM6P	S1P3 antag	Diaphorase act	G6PDH counter	PMI activator	SRC2 TRFRET art	PPARg SRC-3 ag
NC(=O)c1ccccc1NS(=O)(=O)c1ccc(F)cc1	8.6	1.2	5.2	1.95	0.9	10.3	0.9	9.9	1	1750	1.5
CCN1CCCC1CN(Cc1cc2cc(C)ccc2[nH]c1=O)C(=O)Nc1ccccc1OC (stereo not given)	1.9	0.4	12.3	·	1	8.7	0.9	20.0	0.9	1503	2.2
Cc1cc(C)c(C(=O)Nc2ccc(Br)c(C(F)(F)F)c2)c(C)c1	3.8	-9.9	10.4	-0.00772	1	-1.2	0.9	9.5	1	1418	0.3
N#CC(C(=O)OC1CCCCC1)c1nc2ccccc2nc1N1CCOCC1 (stereo not given)	7.5	5.2	24.0	·	0.9	-1.2	0.8	5.9	0.9	1765	-3.6
c1ccc(Cn2c(Nn3cnnc3)nc3ccccc32)cc1	2.0	0.1	-6.7	·	1	-61.7	1.1	-2.1	1	1365	12.8
O=C(c1ccco1)N1CCN(C(=O)C2CC(c3ccc(Cl)cc3)=NO2)CC1 (stereo not given)	5.2	7.2	7.9	·	1.1	·	0.9	7.6	1	1526	13.4
Cc1ccc(S(=O)(=O)CCC(=O)NCc2ccc(Cl)cc2)cc1	-3.3	-4.6	9.7	0.451	1.1	-4.2	0.9	2.8	1	1590	1.5
COCCNC(=O)CSC1=N/C(=C/c2ccc(Cl)c(Cl)c2)C(=O)N1c1ccccc1F	4.1	4.0	21.8	·	0.9	3.7	0.8	-21.7	0.8	1525	1.1
CCCCc1ccc(-c2ccc(Br)cc2O)nc1	9.0	9.4	18.8	-0.00859	1	·	0.8	3.2	1	1632	1.4
CCCC(=O)n1nc(-c2cccnc2)nc1NCc1cccs1	4.4	3.9	8.9	-0.0771	1	1.1	0.9	10.8	0.9	1580	-2.2
O=C(Cn1nnc2ccccc21)c1cccc([N+](=O)[O-])c1	4.5	8.3	1.6	0.661	1	-4.5	1	8.8	1.1	1513	2.8
COc1ccc(CCCC(=O)Nc2ccccc2F)cc1	-7.8	2.8	7.8	-0.771	1	-12.8	0.9	9.7	1.1	1704	-4.1
CC1CC(C)CN(c2nc3c(c(=O)[nH]c(=O)n3C)n2CCCSc2nc3ccccc3s2)C1 (stereo not given)	-1.9	0.4	·	·	·	-13.7	·	·	·	1459	-1.9
CCOc1ccc(CN2CCN(Cc3cccn3-c3ncccn3)CC2CCO)cc1 (stereo not given)	0.0	0.2	-13.9	0.593	1.1	-14.4	1.1	8.7	1	1550	-3.8
O=C(Nc1ccccc1)c1cccc(N2CCCC2=O)c1	1.7	2.8	5.5	·	1.3	-18.6	0.9	3.3	1.1	1539	6.1
O=C(C1CCC(C(=O)N2CCCCC2)CC1)N1CCCCC1 (stereo not given)	10.6	-0.3	23.7	1.07	0.9	-16.6	0.8	-14.0	0.9	1655	6.6
N#Cc1nc(-c2ccc(F)cc2)oc1NCc1cccc2c1OCO2	-1.3	0.2	9.9	·	0.8	-11.2	0.9	-38.5	0.8	1604	3.0
O=C(Nc1nnc(CCN2CCCCC2)s1)C1CCCCC1	-3.4	2.0	16.6	·	1	-9.6	0.8	1.3	0.9	1474	-8.8
O=C(NCc1ccco1)c1cc(-c2cccc(Cl)c2)on1	2.1	-2.4	1.3	·	1	-0.8	1	3.3	1	1599	2.0
COc1ccc(C(=O)NC(=S)Nc2ccc(CN3CCCCC3)cc2)cc1Cl	7.7	-1.2	3.3	-1.01	1	4.0	1	-3.0	1	1513	4.7
COCc1cc(N2CCOCC2)nc(SCc2ccc(Cl)cc2)n1	-10.2	2.3	9.3	-1.76	1	-4.3	0.9	22.1	1.1	1646	-1.8
CC(C)C(=O)Nc1nnc(CCN2CCOCC2)s1	7.5	3.3	0.2	-0.305	1.1	·	1	-0.8	1	1568	-4.9
O=C(CSc1ncnc2c1oc1ccccc12)OCc1ccccc1	55.2*	45.8*	32.6	-1.03	0.8	-18.5	0.7	-1.6	0.8	2399*	41.8*
O=C(OCc1cccc2ccccc12)C1CC(=O)N(c2ccccc2)C1 (stereo not given)	-3.0	3.5	13.4	·	1	·	0.9	8.4	1.1	1454	-7.4
Cn1nc(-c2ccc(N3CCN(CCO)CC3)c([N+](=O)[O-])c2)c2ccccc2c1=O	12.2	7.5	·	0.0589	·	3.2	·	16.7	·	1607	6.7

Grouped by structure: the compounds so far with a cyano group (2)
SMILES	PPARg SRC-2 ag	PPARg SRC1 recr	Diaphorase inh	ROMK mod	PMI act satM6P	S1P3 antag	Diaphorase act	G6PDH counter	PMI activator	SRC2 TRFRET art	PPARg SRC-3 ag
N#CC(C(=O)OC1CCCCC1)c1nc2ccccc2nc1N1CCOCC1 (stereo not given)	7.5	5.2	24.0	·	0.9	-1.2	0.8	5.9	0.9	1765	-3.6
N#Cc1nc(-c2ccc(F)cc2)oc1NCc1cccc2c1OCO2	-1.3	0.2	9.9	·	0.8	-11.2	0.9	-38.5	0.8	1604	3.0

Other structures
SMILES	PPARg SRC-2 ag	PPARg SRC1 recr	Diaphorase inh	ROMK mod	PMI act satM6P	S1P3 antag	Diaphorase act	G6PDH counter	PMI activator	SRC2 TRFRET art	PPARg SRC-3 ag
CC1=CC(=C(C#N)c2nc3ccccc3s2)C=C(C)N1c1ccc(F)cc1F	2.5	8.2	29.1	·	0.7	0.8	0.7	-26.8	0.7	1688	2.7
COC(=O)C(NC(=O)c1ccc(C)cc1)(Nc1cccc(C)n1)C(F)(F)F (stereo not given)	-3.7	-4.8	17.9	·	0.9	·	0.8	6.9	0.9	1349	-0.4
O=c1[nH]snc1N1CCOCC1	-0.2	-3.6	9.7	-0.0118	1.1	-5.9	0.9	3.9	1.3	1358	-3.0
COc1cccc(C2NC(c3cccc(OC)c3O)C(C)C(=O)C2C)c1O (stereo not given)	8.9	10.8	7.2	·	1	·	0.9	10.8	1	1745	3.9
CCOC(=O)CSc1ncnc2c(C(=O)OCC)c3n(c12)CCC3	-0.8	1.3	6.9	·	1	5.1	0.9	4.7	0.9	1464	-3.9
O=C(CCNc1ccc(F)c(Cl)c1)c1ccco1	6.7	-1.9	22.4	-0.511	0.6	10.2	0.8	1.4	0.9	1663	-11.6
Cc1cccnc1NC(=O)Nc1cccs1	0.1	1.6	5.5	0.135	1	·	0.9	-0.1	1	1344	-5.2
COCCCNCC#CCOc1ccc(OC)cc1	-0.4	4.0	29.8	-2.3	1	-20.4	0.7	9.6	0.9	1628	3.5

Random draw from the library, and some 3.3% of all compounds hit somewhere here.
